Compound activity (PubChem BioAssay)
D1 agonist: human D1 receptor agonism. actives 1% (n = 360,000). activation, % at 2 µM. P21728. HEK293 T-REx D1 cells, calcium flux, agonist mode; in the data active = activation above about 30%; note: 0% is about no effect
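Tetracycline-induced HEK293 TREx D1 cells, force-coupled to calcium signalling, were dye-loaded with a no-wash calcium kit. Compound was pin-added after a 10 s baseline. Fluorescence was read kinetically at 1 cycle/s for 180 s, with calcium rises flagged as agonism.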
D1 potentiator: enhances dopamine response at the human D1 receptor | HEK293 TREx D1 cells, calcium flux, dopamine EC20 potentiation | potentiation, % at 10 µM | actives 0.036% (n = 360,000) | AID 504651; in the data active = potentiation above about 30%; note: 0% is about no effect
Vif-A3G inh: inhibitors of Vif-APOBEC3G interaction; AID 602310; Potency, µM (highest dose often 46.1 µM), for the others: top-dose activity, negative = active, hits mostly inhibitors; Q9HC16; HeLa A3G-eYFP + Vif (tagged APOBEC3G with the HIV-1 protein that degrades it), YFP fluorescence, overnight; actives 0.076% (n = 410,000);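 note: potency is the fitted concentration of half-maximal effect; % is set by controls: 0 for no effect and ±100 for the full control effect; nearly all actives have a fitted effect of over 60% in size; hits raise eYFP signal because A3G escapes Vif-driven loss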
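HeLa cells stably expressing Vif and C-terminally eYFP-tagged A3G, seeded overnight at 37 deg C, then exposed to compound by pintool overnight at 37 deg C. Rise in yellow fluorescence (Ex 488/Em 500-530, Acumen) marks blocked Vif-driven A3G degradation.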
LDHA block: inhibitors of human lactate dehydrogenase A; purified LDHA, NADH/diaphorase-resazurin fluorescence; stronger effect = lower value; AID 1347041; activity change, % (values are at about 110 or 230 µM); P00338; actives 0.15% (n = 480,000); in the data active = activity change below about -30%; inconclusive = mostly about -25% to -30%;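 note: plate controls were DMSO wells for no effect and wells without enzyme for full effect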
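Resorufin fluorescence (ex540/em590), read at 0 and 20 min after diaphorase/resazurin addition, reports the NADH left after a 5 min room-temperature reaction of 2 nM human LDH5 with 0.06 mM NADH and 0.2 mM pyruvate.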
D2 PAM: positive allosteric modulators of human D2 dopamine receptor; potentiation, % at 10 µM; P14416; HEK293 T-REx D2, calcium flux, EC20 dopamine potentiation; actives 0.34% (n = 340,000);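 active = potentiation over 3 SD above the plate norm, cut at about 30% in these data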; note: 0% is about no effect
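Calcium flux readout, no-wash dye, 1 read/s. Inducible HEK293 Trex D2 line, overnight 30 C. Compound alone 180 s (agonist flags), then EC20 dopamine, another 180 s to score potentiation.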
D1 antagonist: human D1 dopamine receptor antagonism. HEK293 TREx D1 cells, calcium flux, dopamine EC80; stronger effect = lower value. activity change, negative = inhibition, % at 10 µM. actives 3.2% (n = 360,000); in the data active = activity change below about -30%; note: % is set by controls: 0 for no effect and ±100 for the full control effect
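After overnight tetracycline induction at 30 C, force-coupled D1 HEK293 cells took up a no-wash calcium dye at room temperature. Compounds were added and monitored 180 s, and the response to EC80 dopamine was then recorded.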
GRP78 ERSR act: ER stress response induction in glioma; U87-MG GRP78 promoter luciferase reporter, 16 h; Potency, µM, without a hit: at the top dose activation, actives largely listed as activators; actives 0.02% (n = 420,000); AID 602332; note: potency is the fitted concentration of half-maximal effect; series mostly up to about 76 µM; % of control where 0% means no effect; nearly all actives have a fitted effect of over 35% in size
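ERSR induction read as luciferase luminescence (Bright-Glo, 10 min at room temperature) in stably transfected human U87-MG glioma cells exposed to compounds for 16 h, using GRP78 as sensor.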
RXFP1 agonist: activates the human relaxin receptor RXFP1 | Q9HBX9 | HEK293T-RXFP1 cAMP TR-FRET, 30 min; response scale: percent of porcine relaxin response, buffer zero | Potency, µM (top dose mostly 57.5 µM), for inactives: at the highest dose activation, hits mostly activators | actives 0.3% (n = 370,000); note: potency is the fitted concentration of half-maximal effect; % is set by controls: 0 for no effect and ±100 for the full control effect; nearly all actives have a fitted effect of over 60% in size; many of its hits are not listed in these tables
Target sequence (Q9HBX9 whole entry, looked up): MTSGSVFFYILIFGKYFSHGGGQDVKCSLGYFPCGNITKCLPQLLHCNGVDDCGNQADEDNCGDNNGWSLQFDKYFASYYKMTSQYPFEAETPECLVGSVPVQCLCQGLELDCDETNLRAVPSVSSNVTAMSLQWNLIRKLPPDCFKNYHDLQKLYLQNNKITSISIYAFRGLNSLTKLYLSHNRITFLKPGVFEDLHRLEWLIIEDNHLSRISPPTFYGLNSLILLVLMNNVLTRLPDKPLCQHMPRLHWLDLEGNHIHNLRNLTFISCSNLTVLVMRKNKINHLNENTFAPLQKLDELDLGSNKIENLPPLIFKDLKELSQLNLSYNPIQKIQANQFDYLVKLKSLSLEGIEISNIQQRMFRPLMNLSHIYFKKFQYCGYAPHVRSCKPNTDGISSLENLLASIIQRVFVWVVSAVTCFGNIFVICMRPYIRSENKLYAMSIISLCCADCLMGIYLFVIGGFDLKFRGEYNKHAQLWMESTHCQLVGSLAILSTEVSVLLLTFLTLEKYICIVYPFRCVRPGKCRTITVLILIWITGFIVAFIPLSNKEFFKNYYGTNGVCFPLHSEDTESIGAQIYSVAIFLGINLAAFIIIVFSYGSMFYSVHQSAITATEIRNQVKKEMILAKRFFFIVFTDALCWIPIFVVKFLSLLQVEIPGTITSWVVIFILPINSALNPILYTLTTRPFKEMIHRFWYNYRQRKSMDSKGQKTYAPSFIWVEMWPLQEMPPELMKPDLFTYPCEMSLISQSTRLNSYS
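HEK293T cells stably expressing RXFP1 were pretreated with the PDE4 inhibitor Ro 20174, exposed to compounds for 30 min at 37C, lysed, and cAMP was read by TR-FRET. Data normalized to buffer (basal) and 29 nM porcine relaxin (100%).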
Vif-APOBEC3F blk: blocks the Vif interaction with APOBEC3F. Potency, µM (top dose mostly 46.1 µM), inactives show at the top dose activity, negative = active. AID 602313. HeLa A3F-eYFP + Vif (tagged APOBEC3F with the HIV-1 protein that degrades it), YFP fluorescence increase. actives 0.2% (n = 390,000); note: potency is the fitted concentration of half-maximal effect; % of control where 0% means no effect; nearly all actives have a fitted effect of over 65% in size
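HeLa cells stably expressing A3F-eYFP plus Vif, plated and incubated overnight at 37 deg C, then exposed to compounds overnight at 37 deg C. Blocked degradation read as raised yellow fluorescence (Ex 488/Em 500-530).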
* marks the source's active call; other numbers are inactive results; u = inconclusive; x = no result given. Unless noted, calls come from the whole dose curve; as a rule, active = well fitted curve in the direction sought with a large enough effect; inconclusive = small, poorly fitted or top-dose-only effect, or another doubt; inactive = no such curve, though single readings can be large; an effect the other way counts as inactive or inconclusive. The list is partial (hit frequency here may not be typical).

compound | D1 agonist | D1 potentiator | Vif-A3G inh | LDHA block | D2 PAM | D1 antagonist | GRP78 ERSR act | RXFP1 agonist | Vif-APOBEC3F blk
CCCOCCOC(=O)C1=C(C)NC(=O)NC1c1cc(Cl)c(O)c(OC)c1 (stereo not given) | 1 | 2 | -2% | -4 | 3 | 6 | 0% | 0.0% | 1%
N/C(=N\OC(=O)COc1ccc([N+](=O)[O-])cc1)c1ccc(Br)cc1 | 3 | -3 | x | x | 2 | 6 | x | -0.3% | x
Cc1ccc(Cl)cc1N1CCN(C(=O)c2cc3c(=O)[nH]c4ccccc4c3n2C)CC1 | 2 | -5 | 0% | 1 | 5 | -5 | -5% | -0.2% | 12%
COc1cc(NC(=O)[C@@H](NC(=O)N2CCn3c2nc2ccccc23)C(C)C)cc(OC)c1 | -1 | 10 | 2% | -2 | 0 | 22 | 2% | -1.5% | 0%
CCOc1ccc(OCC(=O)N2CCN(S(=O)(=O)c3ccccc3)CC2)cc1 | x | x | 0% | -4 | x | x | -2% | x | -7%
COC(=O)c1cc(Br)c(=O)n(-c2cccc(F)c2)c1 | 20 | 2 | 4% | -4 | 1 | 56 | -3% | 13% | -3%
COc1ccc(CCNC(=O)c2cnc3sc(N4CCCCCC4)nn3c2=O)cc1 | 2 | 0 | 2% | -5 | 7 | -21 | 0% | 3.8% | -14%
COc1ccc(C)cc1NC(=O)CSc1nc2ccccc2nc1N1CCOCC1 | 0 | -1 | -6% | 5 | -2 | -4 | 2% | 0.3% | 3%
Cc1cc(/C=C2\SC(=S)NC2=O)c(C)[nH]1 | 33* | 6 | u | -11 | x | 8 | 4% | 0.7% | u
O=C(NNc1nc2ccccc2nc1C(F)(F)F)c1ccccc1 | 4 | -3 | -3% | -9 | -2 | -3 | -4% | 1.7% | -7%
CCCC1NC(=O)c2cc3ccccc3cc2-n2c1nc1ccc(F)cc1c2=O (stereo not given) | x | x | 1% | 4 | x | x | -4% | x | -7%
S=c1[nH]nc(-c2cccnc2)n1-c1ccccc1 | 1 | -5 | 1% | -3 | -11 | 13 | 0% | -0.1% | -4%
Oc1ccc(/C(Cc2ccccn2)=N\Nc2ccccc2)c(O)c1 | 3 | -9 | 3% | 8 | 12 | -19 | -3% | -0.7% | -12%
O=C(COC(=O)CCC(=O)c1cccs1)Nc1ccc(F)c(F)c1F | x | x | 0% | -5 | x | x | -4% | x | 8%
FC(F)(F)c1ccc(-c2noc(CN3CCCN(C4CCCCC4)CC3)n2)cc1 | 3 | -3 | 9% | -1 | 6 | 6 | -4% | -1.3% | -6%

Remaining list, next part
compound | D1 agonist | D1 potentiator | Vif-A3G inh | LDHA block | D2 PAM | D1 antagonist | GRP78 ERSR act | RXFP1 agonist | Vif-APOBEC3F blk
Cc1cccnc1NC(=O)c1ccc(S(=O)(=O)NCc2ccco2)cc1 | 4 | -4 | 0% | 4 | -2 | 8 | 0% | -0.7% | -23%
O=C(O)CC1(CC(=O)Nc2ccccc2N2CCOCC2)CCCC1 | 3 | -2 | -2% | -4 | -1 | 9 | -2% | -0.2% | 5%
C#CCn1c(=NC(=O)CN2C(=O)CCC2=O)sc2cccc(C)c21 | 3 | x | -1% | -5 | -3 | -8 | -2% | 0.7% | 1%
O=C(CCN1CCOCC1)NNC(=O)Nc1cccc([N+](=O)[O-])c1 | 3 | -3 | 0% | -6 | 9 | 6 | -2% | 3.5% | -10%
Cc1ccc(C(=O)N/N=C/C=C/c2ccccc2)cc1 | 8 | -1 | -2% | 1 | -10 | -36* | 4% | 2.1% | 13%
CN(c1cccc(NC(=O)Cc2ccccc2)c1)S(C)(=O)=O | 2 | -5 | 4% | 1 | -8 | 0 | -1% | 2.6% | -5%
COc1ccc(-c2[nH]nc3nc(-c4cc(OC)c(OC)c(OC)c4)cc(C(=O)O)c23)cc1 | 4 | -4 | x | -7 | -4 | -2 | x | -1.3% | x
CCNC(=O)Nc1ccc(S(=O)(=O)Nc2cnc(C)nc2C)cc1 | 2 | -1 | 2% | -3 | -6 | 1 | -1% | -0.6% | -12%
CCC(C)C(NC(=O)C(C)NC(=O)CNC(=O)CNC(=O)OCc1ccccc1)C(=O)OC (stereo not given) | 1 | 0 | -2% | -7 | -12 | -13 | -4% | 0.5% | 2%
COc1ccc(N2CC(C(=O)Nc3c4c(nn3-c3ccccc3)CS(=O)(=O)C4)CC2=O)cc1 (stereo not given) | 1 | -7 | 1% | 4 | 4 | -52* | -3% | 3.3% | 2%
Cc1ccc(SCCCn2cnc3ccccc3c2=O)cc1 | x | x | 2% | 5 | x | x | 4% | 0.5% | 2%
Cc1cc2c(ncn2C)c(NS(=O)(=O)c2cc(Cl)ccc2Cl)c1C | 2 | 8 | -2% | -12 | 2 | -2 | -4% | -0.3% | 3%
Cc1cc(=O)oc(C)c1C(=O)Nc1cccc2ccccc12 | 0 | 2 | -5% | -5 | -4 | 8 | -6% | 0.6% | 1%
O=C(CP(=O)(O)CC(=O)c1ccccc1)c1ccccc1 | 1 | -8 | -1% | -4 | 9 | 12 | -3% | 1.3% | 22%
COC(=O)[C@@H]1C[C@H]2CC[C@H](O)C[C@H]2N1Cc1ccccc1OS(=O)(=O)c1ccc(C)cc1 | 2 | -4 | -5% | 0 | 5 | -27 | -2% | -1.1% | -1%

The list continues.
compound | D1 agonist | D1 potentiator | Vif-A3G inh | LDHA block | D2 PAM | D1 antagonist | GRP78 ERSR act | RXFP1 agonist | Vif-APOBEC3F blk
O=C1C2C3C=CC(O3)C2C(=O)N1N=Cc1ccc2c(c1)OCO2 (stereo not given) | x | x | 0% | -4 | x | x | -2% | x | 2%
CN(CC(=O)NCc1ccccn1)S(=O)(=O)c1ccc(Br)cc1 | 2 | -2 | 0% | -10 | 13 | 10 | -2% | 1.7% | -5%
Cc1nn(C)c(C(=O)N2CCN(C(=O)c3ccco3)CC2)c1[N+](=O)[O-] | 3 | -6 | 1% | -1 | 7 | -6 | -1% | 0.3% | -3%
C=CCn1c(-c2ccccc2[N+](=O)[O-])n[nH]c1=S | 3 | 0 | 1% | -5 | 9 | -12 | -2% | -1.5% | 12%
CCS(=O)(=O)N1CCCc2cc(C(=O)Nc3cc([N+](=O)[O-])ccc3C)ccc21 | -1 | -2 | -5% | -5 | -24 | 3 | -5% | -2.4% | 4%
C[C@H](CO)N1C[C@H](C)[C@@H](CN(C)Cc2ccc(C(=O)O)cc2)Oc2c(cccc2N(C)C)C1=O | x | x | -11% | 0 | x | x | -4% | x | 3%
CCn1c(SCC(=O)NC2CCCCC2)nnc1C(C)NC(=O)c1ccccc1F (stereo not given) | 0 | 6 | 1% | -9 | x | -22 | -6% | 0.3% | -29%
Cc1noc(C)c1COc1ccccc1C(=O)NCCOc1ccccc1 | 6 | -3 | -1% | -1 | 6 | 34 | -2% | 0.2% | -7%
Cc1ccc(NC(=O)CN2C(=O)COc3ccc(S(=O)(=O)NC4CCCC4)cc32)c(Cl)c1 | -1 | 0 | -2% | 4 | 0 | -3 | -3% | 2.9% | 1%
COc1ccccc1CNC(=O)CCc1ccccc1 | 4 | 0 | -3% | -9 | 11 | 4 | -1% | 1.0% | -5%
COc1ccc(NC(=O)CN2CCN(c3ccc(C)cc3C)CC2)cc1 | -1 | -4 | 0% | -1 | 7 | -6 | 0% | 0.3% | 2%
O=C(O)c1ccc(CSc2n[nH]c(-c3ccco3)n2)cc1 | 1 | 3 | 1% | 6 | 12 | -21 | -4% | 1.2% | 1%
CCCC(=O)Nc1cc(OC)c(OC)cc1C(=O)O | 1 | -1 | 0% | 2 | -15 | 0 | -4% | 1.9% | 20%
COc1ccc(NC(=O)CN(Cc2ccccc2)S(=O)(=O)c2ccc3nc(C)sc3c2)cc1 | 4 | -8 | 0% | -3 | 13 | -23 | 1% | -0.7% | -1%
CCCCN(C)CCCNC(=O)CN1N=C(c2ccc(Cl)cc2)CCC1=O | 0 | -4 | 3% | -6 | 0 | -14 | -1% | -0.2% | -15%

Other entries follow:
compound | D1 agonist | D1 potentiator | Vif-A3G inh | LDHA block | D2 PAM | D1 antagonist | GRP78 ERSR act | RXFP1 agonist | Vif-APOBEC3F blk
O=C(Nc1cccs1)N1CCN(c2ncccn2)CC1 | 1 | 1 | -1% | -1 | -8 | -4 | -6% | 0.0% | 4%
Cc1nc(S/C(=C\c2ccc(OCc3ccccc3Cl)cc2)C(=O)O)n[nH]1 | x | x | -6% | 2 | x | x | -6% | -0.4% | x
CCCCOc1ccccc1Cn1c(=O)sc2ccccc21 | 7 | 0 | -2% | 2 | 2 | 4 | -2% | 0.4% | 4%
Cc1cccc(C(=O)NNC(=O)c2ccc(F)cc2)c1 | 1 | 3 | 0% | -6 | 4 | 3 | 0% | 2.0% | 3%
CC(C)CC(=O)N1CCN(S(=O)(=O)c2ccc3ccccc3c2)CC1 | 3 | -2 | 0% | -17 | 6 | -6 | -2% | -0.3% | -5%
CC(C)(C)OC(=O)N/N=C/c1cc(N=Nc2ccccc2)ccc1O | 2 | 0 | 3% | 2 | 5 | 4 | 2% | -0.6% | -2%
COc1cccc(NC(=O)C2CCCN(c3ncnc4onc(-c5ccc(F)cc5)c34)C2)c1 (stereo not given) | 3 | -7 | 0% | 5 | 4 | -14 | 0% | 1.2% | -1%
O=C(Nc1ccccc1C(=O)N/N=C/c1ccco1)c1ccccc1Cl | -1 | -1 | 0% | 5 | -2 | -25 | -1% | -2.2% | 0%
COc1cccc(CN2CCN(Cc3cc4ccccc4[nH]3)CC2CCO)c1 (stereo not given) | 72* | -1 | -2% | -3 | -18 | -49* | 0% | 2.0% | 7%
CCN(C1CCCCC1)S(=O)(=O)c1cn(C)c(=O)n(C)c1=O | 2 | -7 | 3% | -15 | 2 | -8 | -4% | 2.3% | 0%
O=C(CCc1ccccc1)N1CCN(CCO)CC1 | 3 | 2 | 1% | 0 | 17 | 19 | -5% | -0.6% | -2%
Cc1ccc(-c2ccc(=O)n(CC(=O)Nc3ccc4c(c3)OCCO4)n2)cc1 | -1 | -5 | 9% | -15 | -3 | 3 | -1% | 0.4% | -1%
